14-3-3g Raf = modulators of 14-3-3 gamma protein binding, primary screen, biochemical, fluorescence polarization; actives 0.19% (n = 160,000); inhibition, % at 40 µM; 14-3-3 protein gamma (Homo sapiens), P61981; AID 422, 2006; FP, 14-3-3gamma / TMR-pS259-Raf peptide binding; in the data active = inhibition above about 30%;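 note: 0% = protein plus tracer without compound and 100% = blank with tracer alone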
Target sequence (P61981 whole entry, looked up): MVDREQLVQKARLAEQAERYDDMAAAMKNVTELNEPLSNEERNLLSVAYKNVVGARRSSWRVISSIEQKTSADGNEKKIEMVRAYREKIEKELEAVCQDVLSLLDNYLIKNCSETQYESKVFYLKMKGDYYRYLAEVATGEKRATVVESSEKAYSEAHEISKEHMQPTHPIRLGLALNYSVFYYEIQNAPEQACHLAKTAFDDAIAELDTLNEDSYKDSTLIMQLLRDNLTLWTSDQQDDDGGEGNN
Starred values were filed as active, the others as inactive; & = joins results of further samples. Some of the compounds tested; the hit share may differ from the screen's.

Preview, 16 compounds:
Structure,14-3-3g Raf
CC(=O)c1cc2c(cc1NC(=NS(=O)(=O)c1ccc(F)cc1)c1ccccc1)OCO2,2
O=C(NC1CS(=O)(=O)CC1NCc1ccccc1)c1ccccc1 (configuration not stated),-21
CCN(c1ccccc1)P(=N)(N(CC)c1ccccc1)N(CC)c1ccccc1,-2
CCC(=O)N1c2ccc(S(=O)(=O)N3CCN(c4ccc([N+](=O)[O-])cc4)CC3)cc2CC1C (configuration not stated),-6
CSc1sc(C)cc1C1C(C(=O)Nc2ccc(F)cc2)=C(C)NC2=C1C(=O)CCC2 (configuration not stated),-6
COc1cc(C(=S)N2CCCCC2)ccc1OC(=O)c1ccc(C)cc1,-7
Cc1c(CCC(=O)O)c(=O)oc2cc(O)ccc12,-6&-6
O=C(CC1Nc2ccccc2NC1=O)NC1CCCCC1 (configuration not stated),-4&-8
Cc1nc(NCCCn2ccnc2)c2oc3ccccc3c2n1,3
COc1cc(NC2c3ncccc3C(=O)N2Cc2ccco2)cc(OC)c1 (configuration not stated),-4
Cc1cccc(C(C)C)c1NC(=O)CCS(=O)(=O)c1ccc(Cl)cc1,-8
O=C(CN1C(=O)C2C3C=CC(C3)C2C1=O)Nc1ncc(S(=O)(=O)c2ccc([N+](=O)[O-])cc2)s1 (configuration not stated),-7
CC(C)COC(=O)c1nnsc1NC(=O)Nc1ccccc1,-6
COc1ccc2cc(CCN3C(=O)c4ccccc4C3=O)c(=O)[nH]c2c1,1
CC12c3ccccc3C(c3ccccc31)C1C(=O)N(c3ccc(Cl)c(C(=O)O)c3)C(=O)C12 (configuration not stated),2
CCOC(=O)C1CCCN(c2cc(Nc3cccc(OC)c3)c3c4c(onc24)-c2ccccc2C3=O)C1 (configuration not stated),23

The whole of this part, from the first entry:
Structure,14-3-3g Raf
CC(=O)c1cc2c(cc1NC(=NS(=O)(=O)c1ccc(F)cc1)c1ccccc1)OCO2,2
O=C(NC1CS(=O)(=O)CC1NCc1ccccc1)c1ccccc1 (configuration not stated),-21
CCN(c1ccccc1)P(=N)(N(CC)c1ccccc1)N(CC)c1ccccc1,-2
CCC(=O)N1c2ccc(S(=O)(=O)N3CCN(c4ccc([N+](=O)[O-])cc4)CC3)cc2CC1C (configuration not stated),-6
CSc1sc(C)cc1C1C(C(=O)Nc2ccc(F)cc2)=C(C)NC2=C1C(=O)CCC2 (configuration not stated),-6
COc1cc(C(=S)N2CCCCC2)ccc1OC(=O)c1ccc(C)cc1,-7
Cc1c(CCC(=O)O)c(=O)oc2cc(O)ccc12,-6&-6
O=C(CC1Nc2ccccc2NC1=O)NC1CCCCC1 (configuration not stated),-4&-8
Cc1nc(NCCCn2ccnc2)c2oc3ccccc3c2n1,3
COc1cc(NC2c3ncccc3C(=O)N2Cc2ccco2)cc(OC)c1 (configuration not stated),-4
Cc1cccc(C(C)C)c1NC(=O)CCS(=O)(=O)c1ccc(Cl)cc1,-8
O=C(CN1C(=O)C2C3C=CC(C3)C2C1=O)Nc1ncc(S(=O)(=O)c2ccc([N+](=O)[O-])cc2)s1 (configuration not stated),-7
CC(C)COC(=O)c1nnsc1NC(=O)Nc1ccccc1,-6
COc1ccc2cc(CCN3C(=O)c4ccccc4C3=O)c(=O)[nH]c2c1,1
CC12c3ccccc3C(c3ccccc31)C1C(=O)N(c3ccc(Cl)c(C(=O)O)c3)C(=O)C12 (configuration not stated),2
CCOC(=O)C1CCCN(c2cc(Nc3cccc(OC)c3)c3c4c(onc24)-c2ccccc2C3=O)C1 (configuration not stated),23
CNc1nn(-c2cccc(Cl)c2)nc1N,-1
CC(=O)N(C(C)=O)c1cccc2c(N(C(C)=O)C(C)=O)cccc12,-5
CC(=O)NC1=NN(C(C)=O)C(C)(c2cccnc2)S1 (configuration not stated),3
CC(=O)N1CCN(c2ccc(NC(=O)c3cccc4c(Br)cccc34)cc2)CC1,-68
CCOC(=O)Cn1c(=O)oc2cc(S(=O)(=O)N3CCC(N4CCCCC4)CC3)ccc21,-4
O=C(CCS(=O)(=O)Cc1ccccc1F)NCCC1=CCCCC1,-6
COC(=O)c1c(NC(=O)c2ccc(Cl)cc2)sc2c1CCC(C)C2 (configuration not stated),4
O=C(COc1ccc(Cl)cc1)Nc1sc2c(c1C(=O)Nc1cccc(Cl)c1)CCCC2,-13
O=C(O)c1cc(N2C(=O)C3C(C2=O)C2(Br)c4ccccc4C3(Br)c3ccccc32)ccc1Cl (configuration not stated),-5
Cc1ccc(NC2=NCC(=O)N2Cc2ccc3c(c2)OCO3)c(C)c1,-6
CC(C(=O)O)c1ccc(CC2CCCC2=O)cc1 (configuration not stated),-4
Cc1cccc(NC(=O)c2cnc3sccn3c2=O)n1,3&-5
O=C1c2ccccc2C(=O)N1CNc1ccccc1,0
CN1CCN(c2ccc(NC(=O)Cc3ccccc3)cc2)CC1,-6
CCN(CC)S(=O)(=O)c1ccc(-c2csc(N3N=C(c4ccc(OC)cc4)CC3c3ccco3)n2)cc1 (configuration not stated),-71
Cc1ccc2nc(-c3ccc(C)c(NCc4cc([N+](=O)[O-])cc(Br)c4O)c3)oc2c1,-21
CC(=O)c1ccc2c(c1)Nc1ccccc1S2,-11
N#Cc1cc([N+](=O)[O-])ccc1NCCn1c(=S)[nH]c2cc(Cl)ccc2c1=O,7
CCN(CC)C(=O)c1c(NC(=O)c2ccc(F)cc2)sc2c1CCC(C(C)(C)C)C2 (configuration not stated),-6
COC(=O)c1cccc(Oc2nc3c(c(=O)n(C)c(=O)n3C)n2Cc2ccc(C)cc2)c1,0&0
Nc1cccc2c(-c3ccccc3)ccnc12,-12
Cc1ccc(N2CC(C(N)=O)CC2=O)cc1C (configuration not stated),5
O=C(NCCCn1ccnc1)NC(C(F)(F)F)C(F)(F)F,-12
COc1cc(SC)ccc1C(=O)n1nnc2ccccc21,-12
CCCOC(=O)C1=C(C)NC2=C(C(=O)CCC2)C1c1cccc(O)c1 (configuration not stated),-6
CC(C)(C)c1ccc(S(=O)(=O)NCCc2ccncc2)cc1,1
O=C(CSc1nc2cc(C(=O)N3CCCCC3)ccc2c(=O)n1CCc1ccccc1)c1ccccc1,1
CCOC(=O)c1c(C)[nH]c(C(=O)Cn2nnc(-c3ccc(Cl)cc3)n2)c1C,1
CCC(C)NC(=O)CN1N=C(c2ccc(OC)cc2)CCC1=O (configuration not stated),-7
Cc1ccccc1Cn1nc(C)c(NC(=O)c2cc(-c3ccco3)on2)c1C,-100
O=S(=O)(c1cccc2nonc12)N1CCc2ccccc2C1,-1
Cc1cccc(-c2nc(NCc3ccccc3)c3ccccc3n2)c1,-8
CCCCCc1c(C)nc(N2CCc3ccccc32)[nH]c1=O,-9
Cc1cccc(Cn2c(N(CCO)CCO)nc3c2c(=O)n(C)c(=O)n3C)c1,-1

Later entries
Structure,14-3-3g Raf
CC1Cc2ccccc2N1S(=O)(=O)c1ccc2[nH]c(=O)c(=O)[nH]c2c1 (configuration not stated),-79
O=C(NCC1CCCO1)c1ccc(Cn2c(SCc3ccccc3F)nc3ccccc3c2=O)cc1 (configuration not stated),-3
COc1cc(CN(C)CC(=O)c2[nH]c(C)c(C(C)=O)c2C)ccc1OC(F)F,-3
O=C1c2ccccc2-c2onc3c(Br)cc(O)c1c23,6
Cc1c(Cl)cccc1NC(=O)c1sc2ncn(CC(=O)N3CCCC(C)C3)c(=O)c2c1C (configuration not stated),2
O=C(Cn1c(=S)[nH]c2ccccc2c1=O)NCC1CCCO1 (configuration not stated),-6
COc1ccccc1Nc1nc(C2(C)CC3(CC(C)OC3=O)C(=O)O2)cs1 (configuration not stated),3
CCCn1c(=S)[nH]c2cc(C(=O)OC)ccc2c1=O,-2
Cc1cc(C)nc(SCCCCSc2nc(C)cc(C)n2)n1,1
O=C(CS(=O)CC(=O)N(CC(=O)NC1CCCC1)C1CCCC1)Nc1ccc(F)cc1 (configuration not stated),-6
O=C(COC(=O)CCOc1ccccc1)NCc1ccco1,-5
CC1(C)c2ccccc2N2CCC(=O)NC21C=Cc1cccc(Br)c1 (configuration not stated),-143
O=[N+]([O-])c1ccc(C=Nc2ccc3nc(-c4cccc(Br)c4)oc3c2)cc1,-13
CN(C(=O)CSc1nc(-c2cccs2)cc(C(F)(F)F)n1)C1CCCCC1,-1
COc1ccc(OCC(=O)N2CCN(S(=O)(=O)c3ccc(NC(C)=O)cc3)CC2)cc1,-2
O=C1C2C3c4ccccc4C(c4ccccc43)C2C(=O)N1Cc1ccc(F)cc1 (configuration not stated),-11
CC(C)Sc1nc(N2CCOCC2)c2c(c1C#N)CC(C)(C)SC2,-12
COc1cccc(N2CCN(C3CC(=O)N(c4ccc(F)c(Cl)c4)C3=O)CC2)c1 (configuration not stated),-1
CCOc1cc2[nH]c(=O)n(Cc3ccc(C(=O)N4CC=C(c5ccccc5)CC4)cc3)c(=O)c2cc1OCC,0
COc1ccccc1CNC(=O)c1ccc(CNS(=O)(=O)c2ccc(F)cc2)cc1,-8
COc1cccc(C2CC(=O)C3=C(C2)NC(C)=C(C(=O)OCCOC(C)C)C3c2ccc(C)s2)c1 (configuration not stated),-4
COc1ccc(CNC(=O)c2cccc(N3CCCC3=O)c2)cc1,0&-2
COc1ccc(C(=O)C(OC(=O)c2cc([N+](=O)[O-])ccc2Cl)c2ccccc2)cc1 (configuration not stated),3
CCn1c(=S)sc2c(=O)n(-c3ccccc3)c(SC)nc21,-4&1
CCCCOC(=O)c1ccc(NC2=NS(=O)(=O)c3ccccc32)cc1,-4
COc1ccc(C(=O)CSc2nnc(Cn3cnc4ccccc43)o2)cc1,5
CCCOc1ccccc1C1C(C(=O)OCC(C)C)=C(C)NC2=C1C(=O)CC(c1ccccc1)C2 (configuration not stated),8
CCCCC(=O)Nc1nc2ccc3sc(C)nc3c2s1,-8
COc1cccc(C(=O)N2CCCC(c3nc(-c4cccs4)no3)C2)c1 (configuration not stated),-4
Clc1ccc(-n2ncc3c(N4CCCCCC4)ncnc32)cc1,-1
CC(=O)N1CCc2cc(S(=O)(=O)Nc3c(C)n(C)n(-c4ccccc4)c3=O)ccc21,0
NC(=O)NC(Cc1ccccc1)C(=O)NCC1(N2CCCCC2)CCCCC1 (configuration not stated),8
CCN1C(C(=O)c2ccccc2)=C(NC(=O)c2ccc(Cl)cc2)c2ccccc2S1(=O)=O,0
O=C(Nc1ccc2c(c1)OCO2)C1CCN(S(=O)(=O)c2cccc3cccnc23)CC1,-17
S=c1[nH]c2ccc(Cl)cc2[nH]1,-2&-7
Cc1ccccc1CSCc1ccc(C(=O)NCc2ccc(F)cc2)o1,2
CCS(=O)(=O)N1N=C(c2ccc(NS(C)(=O)=O)cc2)CC1c1cccs1 (configuration not stated),-100
CCSc1nc2c(c(=O)n1CC)SC(C)C2 (configuration not stated),1
Cc1ccccc1Cn1c(=N)n(CCO)c2ccccc21,10
O=C(CSc1nnc(-c2cccnc2)n1Cc1ccco1)N1c2ccccc2Sc2ccccc21,-7
COc1cccc(CNC(=O)CN(C)S(=O)(=O)c2cnc[nH]2)c1,1
CN(C)c1ccc(NC(=O)C(=O)NCCCn2ccnc2)cc1,-2
COc1cc(OC)cc(C2C(C(=O)c3ccccc3)N3c4ccccc4C=CC3C2(C#N)C#N)c1 (configuration not stated),-143
O=C1NC(c2ccc(OCc3ccccc3)cc2)Nc2sc3c(c21)CCCC3 (configuration not stated),14
COc1cc2c(cc1OC)-c1cc(NC3CCCCC3)nc(=O)n1CC2,-17
N#CC1=C2SCCN2C(=O)C(C#N)C12CCCCC2 (configuration not stated),-3
C=C(C)CN(CC)c1ccc(N2C(=O)C3CC=CCC3C2=O)cc1[N+](=O)[O-] (configuration not stated),3
CCn1ncc(Cl)c1C(=O)Nc1ccncc1,-12
Cc1cccc(NC(=O)C2CCC(Cn3c(=O)[nH]c4ccsc4c3=O)CC2)c1 (configuration not stated),-5
COc1ccc2c(c1OC)C(=O)N(C(C)C(=O)O)C2=O (configuration not stated),9&0

Sorted by value in 14-3-3g Raf (descending): 3 from the list above
structure,14-3-3g Raf
C=C(C)CN(CC)c1ccc(N2C(=O)C3CC=CCC3C2=O)cc1[N+](=O)[O-] (configuration not stated),3
CN(C)c1ccc(NC(=O)C(=O)NCCCn2ccnc2)cc1,-2
Cc1cccc(C(C)C)c1NC(=O)CCS(=O)(=O)c1ccc(Cl)cc1,-8

Further records:
Structure,14-3-3g Raf
CC(=O)C1=C(O)C(=O)N(CCCn2ccnc2)C1c1ccc([N+](=O)[O-])cc1 (configuration not stated),-8
CC(NC(=O)COc1cccc(Cl)c1)c1ccccc1 (configuration not stated),3
COc1ccc2c(c1OC)C(=O)OC2Nc1ccc(S(N)(=O)=O)cc1 (configuration not stated),1
O=C(c1ccc2c(c1)C(=O)N(c1ccccn1)C2=O)N1CCN(c2ccc(F)cc2)CC1,-5
CCN(c1ccccc1)S(=O)(=O)c1ccc(F)c(C(=O)Nc2ccc(F)cc2)c1,-12
NS(=O)(=O)c1ccc(NC(=O)CN2CCN(CC(=O)Nc3ccc(F)cc3)CC2)cc1,-10
Cc1c(NC(=O)Cc2ccccc2)cccc1-c1nc2ccccc2[nH]1,-1
CCn1c(SCc2ccc(C)cc2)nnc1-c1cnccn1,-2
c1ccc(Cn2nnc3c(Nc4ccc5c(c4)OCO5)nc(C4CC4)nc32)cc1,-5
N=c1ccn(Cc2cccc(Cl)c2)cc1,-4
Cc1ccccc1N1CCN(C(=O)CN2C(=O)c3ccccc3C2=O)CC1,-5
COc1ccc(C(=O)Oc2cccc3cccnc23)cc1Cl,-13
O=C(Nc1cc2ccccc2cc1NC(=O)c1ccc2c(c1)OCCO2)c1ccc2c(c1)OCCO2,8
CCOCCCNC(=O)CN1CCN(c2ccc(F)cc2)CC1,-14
CCOC(=O)N1CCN(Cc2nc(-c3ccc(C)cc3)no2)CC1,0
COc1ccc(CCNC(=O)CCN2C(=O)c3ccccc3C2=O)cc1OC,-8
Cc1ccc(-c2csc(NC(=O)c3cccc([N+](=O)[O-])c3)n2)cc1C,-3
O=C(CC1SC(=O)NC1=O)Nc1ccccc1O (configuration not stated),-4

Screening results from PubChem.
